# PREPL inh – inhibitors of human prolyl oligopeptidase-like enzyme PREPL | Q4J6C6 | recombinant PREPL, fluorescence polarization activity-based probe | inhibition, % at 5.96 µM | 320,000 compounds, 0.68% hits | AID 2751; in the data active means inhibition above about 43%;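 further: 0% = enzyme with DMSO and 100% = wells lacking enzyme; many of its hits are not listed in these tables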
# TPT1 inh – blocks Candida albicans tRNA 2'-phosphotransferase; recombinant caTPT1, FP RNA substrate dephosphorylation; 300,000 compounds, 0.81% hits; inhibition, % at 5 µM;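 active means inhibition above the mean of all tested compounds plus 3 SD, set per screening campaign, cut at about 24% in these data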;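 further: plate controls were DMSO alone for no effect and ferristatin control at 100 nM for full effect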
# core dimer inh – blocks dimerization of HCV core protein. inhibition, % at 5 µM. 300,000 compounds, 0.33% hits. TR-FRET GST/Flag-core106 dimerization, 1536-well;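 active means inhibition above the mean of all tested compounds plus 3 SD, set per screening campaign, cut at about 45% in these data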
#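 System: GST-tagged and Flag-tagged HCV core protein residues 1-106 / Input: core106 proteins, GST 13.5 nM and Flag 17 nM / Buffer or medium: KF-containing HEPES buffer, pH 7.45, DTT, CHAPS, BSA / Probe or stimulus: Eu-anti-GST and XL665-anti-Flag labelled anti-tag antibodies / Schedule: 4 h, 22.5 °C incubation / Technique: TR-FRET 671 and 617 nm emission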
# Efflux pump mplx – inhibitors of Candida antifungal efflux pumps expressed in yeast. S. cerevisiae Candida pump triplex, Nile Red efflux. inhibition, % at 10 µM. 330,000 compounds, 0.44% hits. AID 485275;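 active means plate passing quality check with inhibition over a set limit, or well fluorescence over plate mean plus 4 SD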;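 further: Nile Red retained in pooled yeast measured as flow cytometry median fluorescence; 0% = buffer negative control and 100% = Enniatin B positive control; higher means more Nile Red kept so more efflux inhibition; some compounds called inactive have numbers as strong as hits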
# EBNA-1 inhibitor – blocks EBNA-1 binding to DNA. EBNA-1 DNA binding, fluorescence polarization. inhibition, % at 14.8 µM. 300,000 compounds, 0.34% hits; in the data active means inhibition above about 28%
# PP1 inh – PP1-alpha (human) inhibition in PP5 counter-screen. purified PP1alpha, OMFP fluorescence. inhibition, % at 6.7 µM. 320,000 compounds, 0.9% hits;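 active means inhibition above the mean inhibition of all tested compounds plus 3 SD, computed separately for each screening campaign, cut at about 15% in these data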
# Target sequence (P62136 whole entry, looked up): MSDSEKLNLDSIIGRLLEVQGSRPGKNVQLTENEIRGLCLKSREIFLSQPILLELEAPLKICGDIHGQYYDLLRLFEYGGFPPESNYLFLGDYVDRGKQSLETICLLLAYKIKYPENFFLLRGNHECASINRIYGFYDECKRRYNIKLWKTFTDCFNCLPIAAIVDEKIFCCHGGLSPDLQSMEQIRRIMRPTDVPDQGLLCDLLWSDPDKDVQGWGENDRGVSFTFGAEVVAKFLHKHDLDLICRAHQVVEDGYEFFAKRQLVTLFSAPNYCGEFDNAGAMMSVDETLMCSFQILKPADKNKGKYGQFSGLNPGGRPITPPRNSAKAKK
# PP5 inh – inhibitors of human protein phosphatase 5 (PP5) | 320,000 compounds, 0.18% hits | inhibition, % at 6.7 µM | P53041 | purified PP5c, OMFP substrate fluorescence;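 active means inhibition above the campaign's mean inhibition across all tested compounds plus 3 SD, cut at about 9.5% in these data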;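 further: 0% = DMSO only and 100% = 100 µM cantharidin control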
# Target sequence (P53041 whole entry, looked up): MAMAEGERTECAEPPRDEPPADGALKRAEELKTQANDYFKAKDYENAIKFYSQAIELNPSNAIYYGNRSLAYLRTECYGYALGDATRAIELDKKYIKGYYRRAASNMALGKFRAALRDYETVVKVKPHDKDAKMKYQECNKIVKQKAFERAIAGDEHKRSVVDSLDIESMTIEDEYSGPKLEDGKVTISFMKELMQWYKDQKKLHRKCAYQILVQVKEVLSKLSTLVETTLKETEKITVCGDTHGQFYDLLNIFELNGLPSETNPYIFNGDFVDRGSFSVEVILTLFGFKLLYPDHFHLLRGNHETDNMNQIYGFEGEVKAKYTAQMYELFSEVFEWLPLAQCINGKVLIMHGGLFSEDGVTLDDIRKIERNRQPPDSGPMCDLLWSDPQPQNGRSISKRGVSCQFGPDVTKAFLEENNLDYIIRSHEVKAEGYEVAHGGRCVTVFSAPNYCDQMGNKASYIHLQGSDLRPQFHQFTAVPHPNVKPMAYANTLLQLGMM
# CTSL1 counter – blocks F. hepatica cathepsin L1 in PFM18AAP counter-screen; recombinant F. hepatica cathepsin L1, Z-Leu-Arg-MCA fluorescence; inhibition, % at 5.96 µM; 300,000 compounds, 0.49% hits; AID 1906;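 active means inhibition above the mean of all tested compounds plus 3 SD, set per screening campaign, cut at about 17% in these data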;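 further: 0% = plate median of test compound wells and 100% = 1 µM Z-Phe-Ala-diazomethylketone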
# ZTA counter – blocks Epstein-Barr virus ZTA, an EBNA-1 counter-screen; AID 2234; inhibition, % at 11 µM; P03206; ZTA-DNA binding, fluorescence polarization; 320,000 compounds, 0.15% hits; in the data active means inhibition above about 33%
# Target sequence (P03206 whole entry, looked up): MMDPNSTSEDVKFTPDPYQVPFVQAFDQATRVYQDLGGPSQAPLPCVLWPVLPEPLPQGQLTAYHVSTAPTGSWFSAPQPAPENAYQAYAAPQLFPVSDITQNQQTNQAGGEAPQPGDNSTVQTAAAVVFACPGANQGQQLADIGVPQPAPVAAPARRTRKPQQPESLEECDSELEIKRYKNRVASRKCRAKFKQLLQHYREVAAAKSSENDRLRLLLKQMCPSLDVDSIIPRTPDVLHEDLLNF
# Starred values were filed as active, the others as inactive; . = no result given. This is a subset; count on the stated rates, not on these rows.
structure	PREPL inh	TPT1 inh	core dimer inh	Efflux pump mplx	EBNA-1 inhibitor	PP1 inh	PP5 inh	CTSL1 counter	ZTA counter
COc1ccc(-n2cnnc2SCC(=O)NC2CCCc3ccccc32)cc1 (centres undefined)	13.8	1.7	-9.6	0.3	2.2	-3.0	2.4	-2.2	12.9
CC(C)(C)C1CCC(C(=O)Nc2ccc(N3CCOCC3)cc2N2CCOCC2)CC1 (centres undefined)	-8.8	.	.	0.1	.	1.5	0.9	.	11.2
CCCc1nnc(NC(=O)CN2CCOCC2)s1	-8.9	4.0	-3.6	0.0	9.1	-2.4	-0.4	-2.8	1.7
COc1ccc2oc(C(=O)OCC(=O)NCCc3ccccc3)c(C)c2c1	-12.4	-1.0	-3.8	0.0	-2.5	-3.7	2.5	-2.4	-4.0
Nc1ncnc(Oc2cccc(C(F)(F)F)c2)c1[N+](=O)[O-]	12.0	1.4	-1.5	0.2	-12.0	-2.0	-0.4	-1.3	7.4
CSc1nc(N)nc(SCCS(=O)(=O)c2ccc(Cl)cc2)c1C#N	-29.6	0.0	7.3	-0.1	-8.0	1.0	0.6	2.9	-3.1
O=S1(=O)N=C(c2ccccc2)c2ccccc21	-3.3	-1.8	11.7	-0.1	-4.4	-1.8	1.4	0.3	0.3
Fc1cccc(CCN2CCNC[C@@H]2CC2CCCCC2)c1	43.8*	.	.	0.0	.	-3.2	2.1	.	-0.3
CCc1nnc(NC(=O)[C@@H](NC(=O)c2cccc(S(=O)(=O)N(CC)CC)c2)C(C)C)s1	9.9	-2.3	-4.8	0.1	2.8	4.1	2.3	-3.4	-17.9
O=c1[nH]c(=S)[nH]c2sccc12	-11.1	0.6	5.5	0.1	-2.2	-4.5	1.3	-3.3	-2.5
CCc1ccc(S(=O)(=O)N2CCN(C(=O)c3cccnc3)CC2)cc1	1.0	0.6	0.3	0.0	7.6	0.1	-0.3	-12.1	5.7
CCOC(=O)C1CCCN(c2c(NCCc3cccc(C)c3)c(=O)c2=O)C1 (centres undefined)	7.7	1.1	-3.7	0.0	5.2	-3.0	-3.3	0.4	14.0
O=C(CN1CCc2ccccc2C1)Nc1cc(S(=O)(=O)N2CCOCC2)ccc1N1CCOCC1	5.4	0.3	8.0	1.2	-7.0	-0.8	0.7	2.5	-7.2
CC(Oc1ccc(F)cc1)C(O)CCN(C)C (centres undefined)	7.4	-2.0	-5.3	0.0	3.7	-0.7	-2.1	4.5	1.9
CCN1C(=O)[C@H]2[C@@H](c3ccc(-c4ccc(C(C)=O)cc4)cc3)N3CCC[C@@]3(C(=O)OC)[C@H]2C1=O	23.5	-4.3	2.9	-0.1	-4.2	4.9	4.7	3.6	-1.1
CCN1CCc2c(OCC(=O)Nc3ccccc3)cccc2C1=O	12.8	-3.0	-6.4	0.3	5.8	-0.8	-2.9	-5.2	-4.8
CC(C)(C)c1cc(NC(=O)COC(=O)c2nccnc2N)n(-c2ccccc2)n1	3.4	0.9	1.3	0.2	-4.5	6.7	2.7	8.0	3.7
COc1ccccc1CNC(=O)[C@@H]1CCCN1S(=O)(=O)c1ccccc1F	-2.5	-0.5	5.0	-0.2	0.5	2.0	1.1	-2.3	1.3
Cc1ccc(-c2csc(N(Cc3ccccc3)C(=O)COc3ccccc3)n2)cc1	0.2	-2.9	3.3	-0.3	-0.4	-2.4	-0.4	-2.8	6.9
C[C@@H]1CN(C(=O)c2nc3ccc(Cl)cn3c2CN(C)CCc2cnn(C)c2)C[C@H](C)O1	-1.2	-3.7	4.4	-0.1	5.5	-1.5	0.2	0.6	-0.2
CCN1C(=O)CC(N2CCC(Nc3ccc(OC)cc3)CC2)C1=O (centres undefined)	1.8	-5.5	-6.9	0.0	4.1	-1.5	1.3	-1.9	1.6
CCC(C)C(NC(N)=O)C(=O)NC1CCC(C)CC1 (centres undefined)	-3.3	-0.3	-1.1	0.0	3.9	-4.3	-0.7	-2.9	11.1
Cc1ccccc1C(=O)NC(C)c1ccc2c(c1)CCCC2 (centres undefined)	4.6	0.0	-6.0	0.0	-25.7	-4.4	1.7	-3.2	13.7
CCOC(=O)N1CCC(NC(=O)CS(=O)Cc2nc(-c3ccc(C)cc3)oc2C)CC1 (centres undefined)	1.6	3.0	0.5	0.0	-4.8	-2.4	-0.9	1.6	2.6
N#Cc1ccc(NC(=O)N2CCC(c3nc4c(nnn4Cc4cccc(Cl)c4)c(=O)[nH]3)CC2)cc1	6.2	2.8	2.9	0.1	-8.2	1.4	5.4	-0.9	-4.9

# Three structures out of the list, sorted by length of the SMILES, low to high:
structure	PREPL inh	TPT1 inh	core dimer inh	Efflux pump mplx	EBNA-1 inhibitor	PP1 inh	PP5 inh	CTSL1 counter	ZTA counter
CCC(C)C(NC(N)=O)C(=O)NC1CCC(C)CC1 (centres undefined)	-3.3	-0.3	-1.1	0.0	3.9	-4.3	-0.7	-2.9	11.1
Cc1ccccc1C(=O)NC(C)c1ccc2c(c1)CCCC2 (centres undefined)	4.6	0.0	-6.0	0.0	-25.7	-4.4	1.7	-3.2	13.7
COc1ccc2oc(C(=O)OCC(=O)NCCc3ccccc3)c(C)c2c1	-12.4	-1.0	-3.8	0.0	-2.5	-3.7	2.5	-2.4	-4.0

# Following part
structure	PREPL inh	TPT1 inh	core dimer inh	Efflux pump mplx	EBNA-1 inhibitor	PP1 inh	PP5 inh	CTSL1 counter	ZTA counter
CCN1C(=O)C(CC(=O)Nc2ccc(F)cc2)N(Cc2cccs2)C1=S (centres undefined)	5.2	-6.2	2.5	0.1	-10.9	-0.1	4.5	-2.9	2.2
COc1ccc(NS(=O)(=O)c2cccc(C(=O)NCC(c3ccc(F)cc3)N3CCOCC3)c2)cc1 (centres undefined)	1.4	-0.8	-1.6	0.0	-4.6	-5.8	3.9	-1.3	8.9
O=C(O)c1cc(S(=O)(=O)N2CC3CC3C2C(=O)O)c(Cl)cc1Cl (centres undefined)	-6.2	-3.3	8.4	0.0	2.3	1.3	-2.2	2.5	-2.4
O=S(=O)(c1ccc(Cl)s1)N1CCC(Cc2ccccc2)CC1	4.6	-2.0	-4.5	0.1	7.8	1.8	0.8	4.1	-4.2
O=S(=O)(c1ccccc1)N1CCN=C1SCc1c(F)cccc1Cl	-13.0	0.8	3.9	0.0	7.9	1.4	4.3	0.5	4.0
CCNC(=S)N1CCN(CC(=O)Nc2ccc(Br)cc2)CC1	-5.3	-5.9	-3.7	-0.9	7.2	-2.5	0.3	0.7	-3.5
N#CC1=C(N)SC(N)=C(C#N)C1c1ccc(C(F)(F)F)cc1	8.5	20.0	14.0	-0.1	0.7	39.2*	6.2	1.9	20.8
CCC(C)(C)n1nnnc1C(c1ccncc1)N1CCC(C)CC1 (centres undefined)	-1.8	-2.0	-2.7	0.1	6.2	0.3	5.4	2.4	6.8
Cc1cc(=O)oc(C)c1C(=O)Nc1cnc2ccccc2c1	3.6	6.2	6.9	-0.3	6.3	-2.9	0.7	-3.5	8.1
O=C(COC(=O)CNC(=O)C1CCCCC1)Nc1ccc(Br)cc1Br	4.8	.	.	-0.1	.	-1.8	0.3	.	-8.3
CCCCNC(=O)c1onc(CSc2cccc3ccccc23)c1C(=O)O	-9.5	-0.1	4.5	0.0	4.4	2.6	1.1	-2.1	22.1
COc1ccc(S(=O)(=O)N(C)C)cc1NCC(=O)Nc1ccc(F)cc1F	7.9	-2.0	3.1	0.1	0.9	-2.8	-1.1	-0.5	4.9
Cc1cccc(C)c1NC(=S)N/N=C/c1ccc(OCCC(C)C)cc1	4.7	-2.1	8.2	-0.1	8.3	5.0	4.7	0.4	14.6
CC1CCCN(Cc2csc(N)n2)C1 (centres undefined)	-0.8	3.3	-2.4	-0.1	-5.7	-2.1	0.2	-1.4	1.1
CN(CC(N)=O)S(=O)(=O)c1ccc(F)cc1	2.8	-0.8	-2.6	0.1	-0.9	-4.0	-2.9	0.2	4.9
CC1CCc2c(sc(NC(=O)c3ccc(Cn4cc(Br)cn4)o3)c2C(N)=O)C1 (centres undefined)	15.0	6.5	12.9	0.3*	-2.1	6.9	4.9	-2.5	8.6
O=C(O)c1[nH]c2ccc(Cl)cc2c1CC(=O)N1CCN(c2ccccc2)CC1	10.0	-7.3	2.3	0.0	6.3	-1.2	1.2	4.1	3.0
CCn1c(Cc2ccccc2)nnc1SCC(=O)OC(C)C	15.7	-2.6	0.6	0.5	-9.0	-2.6	3.9	-5.3	-7.8
COc1ccc(NC(=O)c2cc(-c3ccco3)nc3ccccc23)cc1	-3.8	0.7	13.3	0.0	-2.2	0.4	3.5	0.9	4.0
NC(=O)c1ccsc1NC(=O)COC(=O)CSc1ccc(Cl)cc1	38.0	-3.7	12.1	0.1	-15.5	-8.1	4.1	-22.7	-6.4
Cc1nc(CS(=O)(=O)c2ccc(Cl)cc2)cc(Sc2ccccc2Cl)n1	9.0	0.9	1.7	-0.1	0.0	2.4	4.5	2.7	-3.7
Cc1cc2c(=O)n(CC(=O)N3CCN(c4ccccc4)CC3)cnc2s1	14.6	2.8	-3.7	0.2	-0.2	-13.6	-3.8	-3.4	2.7
COc1cccc(-c2nnc(NC(=O)c3ccccc3Br)o2)c1	0.6	-4.2	12.3	-0.1	10.6	1.9	-1.4	3.5	20.4
COc1ccc(CCNC(=O)CSc2nc(=O)[nH]c3c2CCC3)cc1OC	2.0	-0.9	-2.0	0.0	-14.6	-4.3	-0.6	-0.8	-4.3
CCC(CC)C(=O)NCCc1cc2c(C)ccc(C)c2[nH]c1=O	-5.3	-1.5	-26.3	-0.1	-3.1	-6.6	3.6	-3.6	14.5

# 6 entries already listed, arranged by their value in EBNA-1 inhibitor, highest first:
SMILES | PREPL inh | TPT1 inh | core dimer inh | Efflux pump mplx | EBNA-1 inhibitor | PP5 inh
O=S(=O)(c1ccc(Cl)s1)N1CCC(Cc2ccccc2)CC1 | 4.6 | -2.0 | -4.5 | 0.1 | 7.8 | 0.8
O=C(O)c1[nH]c2ccc(Cl)cc2c1CC(=O)N1CCN(c2ccccc2)CC1 | 10.0 | -7.3 | 2.3 | 0.0 | 6.3 | 1.2
CCC(C)(C)n1nnnc1C(c1ccncc1)N1CCC(C)CC1 (centres undefined) | -1.8 | -2.0 | -2.7 | 0.1 | 6.2 | 5.4
N#CC1=C(N)SC(N)=C(C#N)C1c1ccc(C(F)(F)F)cc1 | 8.5 | 20.0 | 14.0 | -0.1 | 0.7 | 6.2
Cc1nc(CS(=O)(=O)c2ccc(Cl)cc2)cc(Sc2ccccc2Cl)n1 | 9.0 | 0.9 | 1.7 | -0.1 | 0.0 | 4.5
COc1ccc(NC(=O)c2cc(-c3ccco3)nc3ccccc23)cc1 | -3.8 | 0.7 | 13.3 | 0.0 | -2.2 | 3.5

# (next part)
structure	PREPL inh	TPT1 inh	core dimer inh	Efflux pump mplx	EBNA-1 inhibitor	PP1 inh	PP5 inh	CTSL1 counter	ZTA counter
Cc1ccc(/C=C/C(=O)NC(C)c2ccccc2)cc1 (centres undefined)	14.7	-7.0	-5.6	0.2	3.5	-3.0	-0.3	2.2	3.6
Cc1cc(C)cc(SCc2noc(C(=O)NCCCN3CCOCC3)c2C(=O)NCCCN2CCOCC2)c1	-17.3	-0.4	-7.8	0.1	-0.6	-1.1	0.8	-0.7	-13.9
Nc1c(C(=O)Nc2ccc3c(c2)OCCO3)nnn1CCc1ccccc1	13.4	-3.2	-7.3	0.0	4.5	-4.9	-0.7	-1.0	6.0
COc1cccc(/C=C/c2ccc3cccc(O)c3n2)c1OC	-1.5	2.5	-1.9	-0.2	2.1	20.0*	-0.2	-1.2	3.3
O=S(=O)(NCC1CCCO1)c1ccc2oc3ccc(S(=O)(=O)NCC4CCCO4)cc3c2c1 (centres undefined)	10.7	-0.6	2.7	0.1	2.4	-2.6	0.2	1.6	0.3
CC(C)c1nc(SCC(=O)Nc2cccc(C(=O)O)c2)c2c3c(sc2n1)CCCC3	-8.8	0.5	-1.9	-0.1	5.6	9.4	1.7	2.0	9.5

# Source: PubChem
